EPAC1 antagonist: blocks human EPAC1 exchange factor | EPAC1 GEF assay, Rap1b-BODIPY-GDP exchange fluorescence | Potency, µM (highest dose often 115 µM), inactives show at the highest dose activity change, negative = inhibition, usual class: inhibitors | 360,000 compounds, 0.14% hits | AID 720709;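 note: potency is the fitted concentration of half-maximal effect; plate controls were vehicle for no effect and positive control for full effect; nearly all actives have a fitted effect of over 50% in size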
Target sequence (O95398 whole entry, looked up): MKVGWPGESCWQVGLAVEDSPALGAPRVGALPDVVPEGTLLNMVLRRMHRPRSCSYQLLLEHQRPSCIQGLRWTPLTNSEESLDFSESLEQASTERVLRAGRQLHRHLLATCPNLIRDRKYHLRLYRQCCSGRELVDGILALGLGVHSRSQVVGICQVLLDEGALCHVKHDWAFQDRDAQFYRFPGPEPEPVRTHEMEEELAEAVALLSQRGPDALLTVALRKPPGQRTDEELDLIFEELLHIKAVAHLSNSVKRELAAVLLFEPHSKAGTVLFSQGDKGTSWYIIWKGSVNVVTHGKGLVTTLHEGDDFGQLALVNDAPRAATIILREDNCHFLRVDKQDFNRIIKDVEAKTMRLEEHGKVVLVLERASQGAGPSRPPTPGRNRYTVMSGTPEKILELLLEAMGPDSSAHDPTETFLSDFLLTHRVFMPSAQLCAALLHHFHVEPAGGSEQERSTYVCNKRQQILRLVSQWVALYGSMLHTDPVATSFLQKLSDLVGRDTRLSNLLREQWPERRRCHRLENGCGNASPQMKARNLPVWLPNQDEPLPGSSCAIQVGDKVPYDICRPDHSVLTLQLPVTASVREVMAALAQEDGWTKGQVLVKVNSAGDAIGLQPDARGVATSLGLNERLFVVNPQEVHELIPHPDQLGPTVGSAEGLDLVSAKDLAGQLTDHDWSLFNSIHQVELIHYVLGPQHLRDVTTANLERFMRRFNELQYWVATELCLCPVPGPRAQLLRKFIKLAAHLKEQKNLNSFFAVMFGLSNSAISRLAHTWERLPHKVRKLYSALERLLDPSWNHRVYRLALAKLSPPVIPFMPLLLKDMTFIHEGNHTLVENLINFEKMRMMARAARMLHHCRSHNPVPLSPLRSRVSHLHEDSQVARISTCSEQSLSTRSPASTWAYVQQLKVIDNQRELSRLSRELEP
WRN inhibitor: inhibitors of human WRN helicase | WRN helicase unwinding, fluorescent forked duplex, kinetic | Potency, µM (doses to about 114 µM), without a hit: at the top dose activity change, negative = inhibition, actives largely listed as inhibitors | Q14191 | AID 651768 | 360,000 compounds, 0.46% hits; note: potency is the fitted concentration of half-maximal effect; % is set by controls: 0 for no effect and ±100 for the full control effect; nearly all actives have a fitted effect of over 55% in size
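WRN at 20 nM final was preincubated with compound for 15 min at room temperature; reaction started with 100 nM forked duplex oligonucleotide carrying fluorophore and quencher plus 2 mM ATP (final). Unwinding followed kinetically by red fluorescence (ex 525/em 598 nm).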
IL-2 act: activators of IL-2 | IL-2 activation reporter assay, cell-based qHTS; stimulated with anti-CD3/CD4/CD28 beads; in transgenic mouse T cells | activation, % (series mostly up to about 46 µM) | 360,000 compounds, 0.065% hits | AID 652025; in the data active = activation above about 50%; inconclusive = mostly about 30% to 49%; note: 0% is about no effect
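Readout is EGFP and DsRed signal by fluorescent plate cytometry after 18 h at 37 degrees C. Transgenic mouse T cells (750/well) received compound for 60 min before bead stimulation (anti-CD3, anti-CD4, anti-CD28); memory T cells served as non-tolerant control.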
PI5P4Ka inh: blocks human PI5P4K alpha kinase activity; P48426; PI5P4Kalpha enzyme, ADP-Glo luminescence, 60 min; stronger effect = lower value; max response, %; 330,000 compounds, 1.2% hits; AID 652105; active = max response of -50% or lower; inconclusive = between -30% and -50%; inactive = -30% or higher; note: value at the top dose of about 77 µM; % is set by controls: 0 for no effect and ±100 for the full control effect
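ADP-Glo luminescence end-point after a 60 min room-temperature kinase reaction. PI5P4Kalpha and substrate in HEPES pH 7.4 buffer with EGTA, 0.1% CHAPS and 5% DMSO; ATP at 5 microM final.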
EPAC1 agonist: agonists of human EPAC1; 360,000 compounds, 0.073% hits; AID 720707; EPAC1 agonist qHTS, biochemical assay; response scale: 100% = response to 6.5 mM cAMP; Potency, µM (top dose mostly 154 µM), for inactives: at the highest dose activation, usual class: activators; O95398; note: potency is the fitted concentration of half-maximal effect; nearly all actives have a fitted effect of over 60% in size
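Nucleotide exchange assay: 100 nM EPAC1 with 250 nM Rap1B loaded with BODIPY-GDP and 50 uM GDP, room temperature. Fluorescence (480/540 nm) read every 5 min for 30 min; signal change normalized to 6.5 mM cAMP as full agonist.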
CCT chaperon mod: modulators of cytosolic chaperonin (CCT/TRiC) activity. purified chaperonin ATPase assay, HTRF ADP detection, 30 min. activity change, % (test concentration not listed), hits read low. 360,000 compounds, 0.3% hits. AID 651819; in the data active = activity change below about -30%; note: % is set by controls: 0 for no effect and ±100 for the full control effect
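We incubate TRiC, 40 or 20 nM final, with library compounds at 76 uM and 10 uM ATP for 30 min at 37 °C. ADP formed is detected with Transcreener HTRF reagents after 30 min at room temperature.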
EPAC2 agonist: EPAC2 (human) agonism. Q8WZA2. EPAC2 activation, biochemical qHTS; response scale: 100% = 6.5 mM cAMP response. Potency, µM (highest dose often 154 µM), without a hit: at the highest dose activation, most hits filed as activators. 360,000 compounds, 0.079% hits. AID 720711; note: potency is the fitted concentration of half-maximal effect; nearly all actives have a fitted effect of over 50% in size
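Guanine nucleotide exchange by EPAC2 is measured as reduced fluorescence of BODIPY-GDP once it is released from 250 nM Rap1B. Plates are read kinetically for 30 min at room temperature; results are scaled to 6.5 mM cAMP.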
PLK1 PBD inh: blocks phosphopeptide binding to human PLK1 polo-box domain | 360,000 compounds, 2.8% hits | Potency, µM, inactives show max response, negative = inhibition, hits mostly inhibitors | AID 720504 | Plk1 PBD binding of FITC phosphopeptide, fluorescence polarization | P53350; note: potency is the fitted concentration of half-maximal effect; series mostly up to about 57 µM; % is set by controls: 0 for no effect and ±100 for the full control effect; nearly all actives have a fitted effect of over 65% in size
Starred values were filed as active, the others as inactive; u = inconclusive; x = not tested or not shown; [ ] = dose if it differs, or a comment. Unless noted, calls come from the whole dose curve; as a rule, active = well fitted curve in the direction sought with a large enough effect; inconclusive = small, poorly fitted or top-dose-only effect, or another doubt; inactive = no such curve, though single readings can be large; an effect the other way counts as inactive or inconclusive. These rows are one share of the data; count on the stated rates, not on these rows.

SMILES	EPAC1 antagonist	WRN inhibitor	IL-2 act	PI5P4Ka inh	EPAC1 agonist	CCT chaperon mod	EPAC2 agonist	PLK1 PBD inh
CC(CCc1ccco1)NC(=O)c1cccc2c1C(=O)N(C1CCCCC1)C2 (configuration not stated)	-15%	-2%	-2.3	-5	1%	-1.4	-2%	-2%
Cc1ccc(-c2c(C)nn3c(N4CCOCC4)cc(C)nc23)cc1	-26%	1%[57.1 µM]	3.0	9	-2%	-2.5	3%	-13%
O=C1c2ccccc2C2=Nc3ccccc3SC(c3ccccc3F)C12 (configuration not stated)	-19%	-10%	0.1	0	7%	-0.8	14%	-20%
Nc1cccc(NC(=O)CCC(=O)NCc2ccco2)c1	-8%	-27%	-0.3	6	-2%	-0.3	-1%	-7%
CS(=O)(=O)c1ccc2nc(NC(=O)C3C4C=CC(C4)C3C(=O)O)sc2c1 (configuration not stated)	10%	9%	-0.7	-9	6%	-2.3	5%	-6%
O=C(O)CNC(=O)/C(=C/c1ccco1)NC(=O)/C=C/c1ccccc1	11%	9%	-0.4	1	-8%	-2.2	-1%	-1%
CC(C)N(CC(N)=O)c1ncnc2sc(-c3ccccc3)cc12	-16%	15%	-5.8	-15	7%	-0.7	22%	-13%
CCCN(CC(=O)Nc1ccccc1OC)C(=O)CCCN1C(=O)c2ccccc2C1=O	2%	-12%	-0.3	1	-6%	1.9	-6%	-2%
CCOC(=O)C1CCCN(C(=O)c2cccc(C(F)(F)F)c2)CC1 (configuration not stated)	3%	-5%	-0.3	0	-6%	2.0	2%	-4%
COc1ccc(-c2ncc3ccccn23)cc1	-7%	-35%	0.6	12	5%	-1.9	2%	-11%
CCC1CCCCN1C(=O)c1ccc([N+](=O)[O-])o1 (configuration not stated)	6%	7%	-0.5	0	0%	1.1	7%	-7%
Cc1ccc(S(=O)(=O)CC(O)COc2ccc(C#N)cc2)cc1 (configuration not stated)	4%	-4%	-4.4	-3	1%	-4.6	4%	-2%
C=C(C)C1CC=C(C)/C(=N/NC(=O)c2ccccc2[N+](=O)[O-])C1 (configuration not stated)	-13%	3%[57.1 µM]	-0.8	0	14%	0.6	-11%	-14%
Cc1ccccc1NC(=O)Cn1cccc1	12%	12%	-1.5	x	2%	3.1	-2%	2%
CC(C)n1c(O)c(N=NC(=O)C2COc3ccccc3O2)c2ccccc21 (configuration not stated)	-22%	-13%	-4.2	-3	9%	-0.8	9%	-4%
CCN(CC)CCOCCn1c(C)ccc1C	10%	6%	-0.3	1	-5%	-1.0	5%	-3%
CO/N=C(\Cn1ncc(N2CCCC2)c(Br)c1=O)c1ccc(Cl)cc1	-1%	6%	1.5	-4	2%	-1.3	-3%	-11%
CCn1cc(C(=O)NCc2ccco2)c(=O)c2cc(S(=O)(=O)N3CCCCCC3)ccc21	-1%	-3%	-1.8	-22	10%	-1.4	14%	-12%
O=S(=O)(CCNCCc1ccccc1)NCc1ccccc1	-17%	-8%	-0.1	-3	-1%	-0.3	3%	-2%
CCCCc1ccc(NC(=O)C2CCCO2)cc1 (configuration not stated)	4%	-4%	0.4	10	-15%	-0.9	6%	1%
Cc1ccnc(N2C(=O)CSC2c2ccc(Cl)cc2)c1 (configuration not stated)	-6%	4%	-0.3	-6	-20%	-0.4	2%	3%
CCCCN1C(=O)C(CC(=O)NCCCN(C)C)CC(C(=O)N2CCOCC2)=C1C (configuration not stated)	10%	6%	2.2	-1	-7%	0.2	0%	-3%
NC(=O)N/N=C/c1ccc(N2CCOCC2)s1	-9%	-4%	1.2	2	16%	-3.3	22%	12%
COCc1cc(CN2CCCC(C(=O)Nc3ccc(-c4ccco4)cc3)C2)ccc1OC (configuration not stated)	3%	-5%	-2.2	-2	5%	0.3	7%	-10%
C=CCN(CC=C)Cc1cc(=O)oc2cc(OC)c(Cl)cc12	-20%	-12%	-0.3	15	-4%	-0.1	14%	-6%
COCc1cc(C)c2c(N)c(C#N)sc2n1	10%	-11%	-0.8	-4	4%	-4.7	-5%	1%
C/C(=N\NC(=O)C1CC1)c1ccc(OC(F)F)cc1OC(F)F	6%	-2%	-0.8	6	0%	-0.7	17%	-2%
CC(C)N(C(=O)Cn1cc(S(=O)(=O)CC(=O)Nc2ccccc2)c2ccccc21)C(C)C	7%	-11%	2.2	0	8%	-1.3	-5%	-11%
O=C(COc1ccc(S(=O)(=O)N2CCc3ccccc32)cc1Cl)NCc1ccccn1	1%	-12%	-1.9	x	18%	-1.2	19%	-9%
O=C(NCc1ccco1)C1CC(=O)N(c2ccc(F)cc2)C1 (configuration not stated)	-2%	-5%	0.2	-12	9%	-3.6	8%	-9%
CCN1C(=S)SC(=O)C1=C1C=C(C)N(Cc2ccco2)C(C)=C1	28%	-17%	1.7	3	14%	1.6	u	1%
COC(=O)c1oc2ccccc2c1-n1cccc1	3%	-17%[57.1 µM]	-1.3	8	2%	3.1	0%	-5%
CC(Oc1ccc(-c2nccc(-c3ccccn3)n2)cc1)C(=O)NN (configuration not stated)	6%	12%	-1.6	-3	3%	-0.9	1%	-13%
CC(NC(=O)CN1C(=O)NC(Cc2ccccc2)(Cc2ccccc2)C1=O)C12CC3CC(CC(C3)C1)C2 (configuration not stated)	-14%	-9%	-0.8	6	25%	-6.1	9%	-13%
CCOC(=O)Cc1csc(SCC(=O)Nc2ccc(C)cc2F)n1	0%	-1%	-4.0	6	-5%	-3.0	7%	-7%
O=C(NCc1ccc(Cl)s1)c1cc(COc2c(F)cccc2F)on1	-8%	3%[57.1 µM]	1.3	5	-7%	-0.1	11%	-7%
O=C(NCc1ccco1)c1cc(-c2ccccc2)nn1CC1CC(c2cccc([N+](=O)[O-])c2)=NO1 (configuration not stated)	-6%	-8%	-0.2	-23	-3%	-1.8	2%	-5%
Cc1nc(C)c(C(=O)N/N=C/c2cc(Br)ccc2O)s1	6%	-7%	0.0	4	13%	-0.5	10%	13%
c1c(C2CCCCC2)n[nH]c1CN1CCCCC1	15%	-5%	0.4	-6	-2%	-6.5	-1%	-1%
CC(=O)c1cc2c(cc1NC(=O)c1ccc(Cl)cc1)OCCO2	-3%	-6%	4.4	5	4%	-11	16%	0%

Some of the entries so far, in markdown.
| SMILES | EPAC1 antagonist | WRN inhibitor | IL-2 act | PI5P4Ka inh | EPAC1 agonist | CCT chaperon mod | EPAC2 agonist | PLK1 PBD inh |
| --- | --- | --- | --- | --- | --- | --- | --- | --- |
| C/C(=N\NC(=O)C1CC1)c1ccc(OC(F)F)cc1OC(F)F | 6% | -2% | -0.8 | 6 | 0% | -0.7 | 17% | -2% |
| CC(C)N(C(=O)Cn1cc(S(=O)(=O)CC(=O)Nc2ccccc2)c2ccccc21)C(C)C | 7% | -11% | 2.2 | 0 | 8% | -1.3 | -5% | -11% |
| O=C(COc1ccc(S(=O)(=O)N2CCc3ccccc32)cc1Cl)NCc1ccccn1 | 1% | -12% | -1.9 | x | 18% | -1.2 | 19% | -9% |
| O=C(NCc1ccco1)C1CC(=O)N(c2ccc(F)cc2)C1 (configuration not stated) | -2% | -5% | 0.2 | -12 | 9% | -3.6 | 8% | -9% |
| CCN1C(=S)SC(=O)C1=C1C=C(C)N(Cc2ccco2)C(C)=C1 | 28% | -17% | 1.7 | 3 | 14% | 1.6 | u | 1% |
| COC(=O)c1oc2ccccc2c1-n1cccc1 | 3% | -17%[57.1 µM] | -1.3 | 8 | 2% | 3.1 | 0% | -5% |
| CC(Oc1ccc(-c2nccc(-c3ccccn3)n2)cc1)C(=O)NN (configuration not stated) | 6% | 12% | -1.6 | -3 | 3% | -0.9 | 1% | -13% |
| CC(NC(=O)CN1C(=O)NC(Cc2ccccc2)(Cc2ccccc2)C1=O)C12CC3CC(CC(C3)C1)C2 (configuration not stated) | -14% | -9% | -0.8 | 6 | 25% | -6.1 | 9% | -13% |
| CCOC(=O)Cc1csc(SCC(=O)Nc2ccc(C)cc2F)n1 | 0% | -1% | -4.0 | 6 | -5% | -3.0 | 7% | -7% |
| O=C(NCc1ccc(Cl)s1)c1cc(COc2c(F)cccc2F)on1 | -8% | 3%[57.1 µM] | 1.3 | 5 | -7% | -0.1 | 11% | -7% |
| O=C(NCc1ccco1)c1cc(-c2ccccc2)nn1CC1CC(c2cccc([N+](=O)[O-])c2)=NO1 (configuration not stated) | -6% | -8% | -0.2 | -23 | -3% | -1.8 | 2% | -5% |

Next section
SMILES	EPAC1 antagonist	WRN inhibitor	IL-2 act	PI5P4Ka inh	EPAC1 agonist	CCT chaperon mod	EPAC2 agonist	PLK1 PBD inh
CC(C)(CNC(=O)c1cccc(S(=O)(=O)Nc2ccc(Br)cc2)c1)N1CCOCC1	5%	-6%	-2.2	12	7%	-0.3	-4%	0%
COCCn1c(SCc2cccc([N+](=O)[O-])c2)nc2ccccc2c1=O	-10%	-7%	-2.0	15	4%	1.4	15%	-5%
Cc1ccc(-c2cnc(-c3ccccc3C(=O)O)o2)cc1	-10%	-30%	-1.7	-11	9%	0.4	6%	-9%
Cc1ccc2cc(/C=N/NC(=O)[C@@H]3CCCN3)c(Cl)nc2c1	-6%	-24%	3.7	0	5%	-1.7	8%	-1%
Cc1c(Cl)cccc1NC(=O)Cn1nnc(C(=O)NCc2cccs2)c1N	-12%	u	3.1	u	7%	-1.7	2%	-4%
COC(=O)[C@H]1C[C@H](OC(=O)NCc2ccccc2)[C@@]2(O)CN(S(=O)(=O)c3ccc(C)cc3)CC2[C@H]1C(=O)OC (some centres not stated)	-6%	0%	2.0	1	-1%	-0.3	18%	-25%
CCOc1cc(C(=O)N2CCN(c3ccc(C(C)=O)cc3)CC2)cc(OCC)c1OCC	12%	7%	-0.3	x	2%	-0.3	-13%	-3%
Cc1c(N2C(=O)c3ccccc3C2(O)c2ccccc2)c(=O)n(-c2ccccc2)n1C (configuration not stated)	-3%	-4%	1.3	3	6%	0.7	0%	-3%
Cc1[nH]c(=O)[nH]c(=O)c1S(=O)(=O)N1CCOCC1	-15%	-2%	0.0	-2	0%	-2.0	2%	0%
COc1ccc(CCN(C)C(=O)COc2ccc(C(=O)c3ccccc3)cc2)cc1OC	1%	3%	-4.3	-2	-4%	-1.4	12%	-2%

Source: PubChem (National Center for Advancing Translational Sciences (NCATS))
